Screening data from PubChem.
NR5A2 inv ag: suppresses constitutive activity of human LRH-1. AID 602396. HEK293T StAR-luciferase reporter, LRH-1 transfected, 24 h. 360,000 compounds, 0.13% hits. inhibition, % at 3.6 µM;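 active means inhibition above the mean inhibition of all tested compounds plus 3 SD, cut at about 73% in these data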;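 further: 0% = DMSO wells and 100% = reporter-only cells lacking LRH-1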
COUP-TFII inh: blocks human COUP-TFII nuclear receptor. P24468. HEK293T NGFI-A luciferase reporter, luminescence. 370,000 compounds, 0.7% hits. inhibition, % at 8.6 µM;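 active means inhibition above a per-plate cutoff, mean inhibition of test wells between control levels plus 3 SD, cut at about 38% in these data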;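 further: cells cotransfected with COUP-TFII expression vector driving the NGFI-A reporter; 0% = median of COUP-TF2 test wells and 100% = reporter-only cells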
TROY NFkB inh: blocks TROY-dependent signaling in reporter cells. inhibition, % at 10 µM. 360,000 compounds, 0.98% hits. Q293 LMP1-TROYcd NF-kB luciferase reporter, 4 h. AID 1347056;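 active means compounds whose plate-normalised and pattern-corrected inhibition of the luciferase reporter signal at the single screening dose is 50% or more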
CF NFkB inh: blocks PAF-induced NF-kB reporter in cystic fibrosis cells | 360,000 compounds, 0.86% hits | inhibition, % at 5 µM | KKLEB NF-kB-GFP reporter, GFP fluorescence overnight;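 active means at least 50% inhibition at 5 µM, scaled per plate between neutral and stimulator controls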;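 further: PAF is a Pseudomonas aeruginosa culture filtrate used as stimulus; plate controls were PAF-stimulated DMSO wells for no effect and unstimulated DMSO wells for full effect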
KKLEB cytotox: counter-screen for CF NF-kB inhibitors: cytotoxicity. activity change (cytotoxicity), % at 5 µM. KKLEB CF airway cells viability, ATPlite luminescence, overnight; hits give low values; cells stimulated with P. aeruginosa culture filtrate. 360,000 compounds, 0.36% hits. AID 602141;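 active means corrected activity change at or below -50% at 5 µM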
TRAIL sens C8: sensitizes caspase-8 expressing cells to TRAIL. 360,000 compounds, 1% hits. NB7+C8 cells + TRAIL, ATPlite viability luminescence. inhibition (viability loss, TRAIL sensitization), % at 10 µM;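 active means compounds causing at least 50% loss of cell viability in the single-dose screen, relative to plate controls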
SRC1 inh: human NCOA1 inhibition. AID 588354. 360,000 compounds, 0.12% hits. HEK293 GAL4-SRC1 luciferase reporter, luminescence. Q15788. inhibition, % at 3.6 µM;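 active means inhibition above the campaign mean plus 3 SD, with each screening campaign given its own cutoff, cut at about 60% in these data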;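 further: 0% = DMSO treated cells and 100% = gossypol at 36 µM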
SRC2 inh: human SRC2 (NCOA2) inhibition. Q15596. HEK293 GAL4-SRC2 luciferase reporter, luminescence. inhibition, % at 9 µM. 370,000 compounds, 0.17% hits;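 active means inhibition above the mean inhibition of all tested compounds plus 3 SD, set per campaign, cut at about 52% in these data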;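 further: 0% = DMSO treated cells and 100% = cells given Gossypol at 36 µM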
NCOA3 inh: inhibits human SRC3 coactivator | Q9Y6Q9 | HEK293 GAL4-SRC3 luciferase reporter, luminescence | inhibition, % at 3.6 µM | 360,000 compounds, 0.17% hits | AID 588352;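 active means inhibition above a per-campaign cutoff, the mean of all compounds plus 3 SD, cut at about 60% in these data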;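 further: 0% = DMSO-treated cells and 100% = gossypol-treated cells at 36 µM; higher means less SRC3-driven luciferase light from the GAL4 reporter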
Target sequence (Q9Y6Q9 whole entry, looked up, the tested form may be a part): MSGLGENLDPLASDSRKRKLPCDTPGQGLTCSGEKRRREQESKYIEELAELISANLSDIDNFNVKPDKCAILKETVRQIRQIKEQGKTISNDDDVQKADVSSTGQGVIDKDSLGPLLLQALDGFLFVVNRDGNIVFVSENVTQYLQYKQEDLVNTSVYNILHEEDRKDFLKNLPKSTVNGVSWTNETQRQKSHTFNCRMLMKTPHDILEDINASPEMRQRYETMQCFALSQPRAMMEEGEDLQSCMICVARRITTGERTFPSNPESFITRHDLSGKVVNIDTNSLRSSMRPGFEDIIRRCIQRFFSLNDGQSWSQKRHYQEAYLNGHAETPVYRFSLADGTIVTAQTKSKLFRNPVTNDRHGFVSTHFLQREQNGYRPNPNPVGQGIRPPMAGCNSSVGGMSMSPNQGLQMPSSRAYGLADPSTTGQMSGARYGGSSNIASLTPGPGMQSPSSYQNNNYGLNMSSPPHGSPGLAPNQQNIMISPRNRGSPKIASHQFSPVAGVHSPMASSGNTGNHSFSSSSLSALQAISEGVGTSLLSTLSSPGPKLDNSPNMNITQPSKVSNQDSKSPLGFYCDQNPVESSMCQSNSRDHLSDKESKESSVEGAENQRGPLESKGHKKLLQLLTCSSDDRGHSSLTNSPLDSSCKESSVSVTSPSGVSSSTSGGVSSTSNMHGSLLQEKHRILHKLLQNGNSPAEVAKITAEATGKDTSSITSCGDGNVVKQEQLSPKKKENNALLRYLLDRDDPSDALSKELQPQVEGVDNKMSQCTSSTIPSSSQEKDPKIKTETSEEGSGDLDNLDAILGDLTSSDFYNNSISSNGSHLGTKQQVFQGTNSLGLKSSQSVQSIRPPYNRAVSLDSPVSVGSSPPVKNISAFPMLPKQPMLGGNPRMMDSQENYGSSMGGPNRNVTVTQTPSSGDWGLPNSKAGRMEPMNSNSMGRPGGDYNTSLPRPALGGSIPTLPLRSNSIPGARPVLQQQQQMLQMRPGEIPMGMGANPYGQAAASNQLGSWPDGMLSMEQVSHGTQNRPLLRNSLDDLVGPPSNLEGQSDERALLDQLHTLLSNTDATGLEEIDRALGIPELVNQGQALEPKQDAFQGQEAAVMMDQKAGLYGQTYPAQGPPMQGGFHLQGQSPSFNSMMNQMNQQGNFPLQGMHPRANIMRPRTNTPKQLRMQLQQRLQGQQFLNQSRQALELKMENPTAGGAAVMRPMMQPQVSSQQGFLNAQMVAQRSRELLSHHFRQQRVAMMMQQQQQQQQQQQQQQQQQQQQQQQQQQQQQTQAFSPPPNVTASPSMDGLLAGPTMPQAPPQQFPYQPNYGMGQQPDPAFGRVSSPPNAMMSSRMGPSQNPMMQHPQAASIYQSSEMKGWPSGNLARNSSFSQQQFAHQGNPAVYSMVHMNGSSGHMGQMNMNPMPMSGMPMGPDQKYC
LMP1 NFkB inh: reduces LMP1-driven NF-kappaB luciferase signal. LMP1-induced NF-kappaB luciferase reporter cells, luminescence. inhibition, % at 12.5 µM. 350,000 compounds, 0.69% hits; in the data active means inhibition above about 41%;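 further: 0% = neutral control wells and 100% = reference inhibitor control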
TWEAK Fn14 block: blocks TWEAK-Fn14 interaction in a reporter cell assay; TWEAK-stimulated Fn14 reporter cells, luciferase luminescence, 8 h; 360,000 compounds, 2% hits; inhibition, % at 10 µM; in the data active means inhibition above about 50%
The depositor's hits bear a star; · = not tested or not shown.

Screens in order: LMP1 NFkB inh	NR5A2 inv ag	KKLEB cytotox	SRC2 inh	TWEAK Fn14 block	SRC1 inh	TRAIL sens C8	NCOA3 inh	CF NFkB inh	COUP-TFII inh	TROY NFkB inh
CC(N)c1csc(NC(=O)c2cc(C(C)(C)C)nn2Cc2ccccc2)n1 (centres undefined)
 : ·	-16	-9	-43	-4	3	0	8	19	10	18
COc1ccc(OC)c(NC(=O)CN(C)CC(=O)Nc2ccccc2Br)c1
 : 6	24	-15	28	4	1	-1	17	21	10	10
CCCS(=O)(=O)NC(=O)C1(C)CCCN(C(=O)c2ccccc2)C1 (centres undefined)
 : ·	-6	10	16	-11	8	-12	-3	-26	-1	-5
CNC(=O)CN1C(=O)c2ccccc2S1(=O)=O
 : 1	-47	-6	-19	-6	-13	16	-1	5	22	-32
COc1ccccc1N1CCN(C(=S)NC(=O)c2ccc([N+](=O)[O-])cc2)CC1
 : 9	12	-3	-13	3	12	31	-1	9	0	-9
COc1ccc(N2CCN(C(=O)C3CCCN(S(=O)(=O)c4ccc5c(c4)oc(=O)n5C)C3)CC2)cc1 (centres undefined)
 : 2	-8	-2	0	1	-23	0	-13	0	-8	0
COc1ccc(CCNc2oc(COc3ccccc3F)nc2C#N)cc1OC
 : 10	3	-4	4	3	-10	-3	7	1	-13	26
O=C(NC1CC1)c1cc(=S)[nH]c2ccccc12
 : -8	16	5	0	-4	1	-2	-14	1	5	0
CC(=O)c1cccc(-c2ccnc3c2CC(C(=O)NC(C)C)O3)c1 (centres undefined)
 : ·	7	2	-22	-4	4	-11	3	-23	-14	-6
COC(=O)C1=C(C)N(c2ccccc2)/C(=C/c2ccco2)C1=O
 : 0	12	-12	-23	-12	13	-4	16	-21	-9	10
C#CCOCCOCCOCCNc1nc(N2CCN(C(=O)[C@H](C(C)C)n3cc(CCO)nn3)CC2)nc(N2CCN(C(=O)[C@H](C)n3cc(CCCN=C(N)N)nn3)CC2)n1
 : -8	-6	-2	7	-8	-12	-36	-4	3	-12	10
COc1ccccc1C(CNC(=O)c1cccc(S(=O)(=O)NCc2ccccc2)c1)N(C)C (centres undefined)
 : -3	10	-12	-4	-6	-16	-1	8	15	1	-12
O=C1Nc2ccccc2OCc2c1cccc2[N+](=O)[O-]
 : -3	9	0	15	29	-15	-8	-2	7	-13	-3
[N-]=[N+]=CC(=O)C(O)(c1ccccc1)C(Cl)c1ccccc1 (centres undefined)
 : ·	10	-13	-29	27	14	-9	11	15	6	-47
O=C(COC(=O)c1cccnc1Nc1cccc(C(F)(F)F)c1)NCc1ccc2c(c1)OCO2
 : 4	2	2	-4	6	2	-8	-5	15	7	-3
CC(OC(=O)c1ccc(Br)c(S(=O)(=O)N2CCOCC2)c1)C(=O)NC1CCCCC1C (centres undefined)
 : 1	7	-5	22	3	-6	2	4	0	0	21
CCN(CC)S(=O)(=O)c1ccc(Cl)nc1
 : -2	-8	2	-22	41	-16	-4	14	7	8	-5
CC(=O)N1N=C(c2ccc3ccccc3c2)OC1(C)C
 : 3	15	-3	-14	-18	-24	-6	13	-28	-8	-4
O=C1N/C(=N/Nc2ccccc2)S/C1=C\c1ccccc1
 : -26	-18	-6	2	22	-39	-7	-13	9	0	-32
Cc1oc2cc3oc(=O)c(CCC(=O)NCCCC(=O)O)c(C)c3cc2c1C
 : 6	14	-5	-26	33	7	-4	-8	4	22	4

No new results follow: an excerpt of the list.
Screens in order: LMP1 NFkB inh	NR5A2 inv ag	KKLEB cytotox	SRC2 inh	TWEAK Fn14 block	SRC1 inh	TRAIL sens C8	NCOA3 inh	CF NFkB inh	COUP-TFII inh	TROY NFkB inh
O=C1N/C(=N/Nc2ccccc2)S/C1=C\c1ccccc1
 : -26	-18	-6	2	22	-39	-7	-13	9	0	-32
Cc1oc2cc3oc(=O)c(CCC(=O)NCCCC(=O)O)c(C)c3cc2c1C
 : 6	14	-5	-26	33	7	-4	-8	4	22	4

Further results:
Screens in order: LMP1 NFkB inh	NR5A2 inv ag	KKLEB cytotox	SRC2 inh	TWEAK Fn14 block	SRC1 inh	TRAIL sens C8	NCOA3 inh	CF NFkB inh	COUP-TFII inh	TROY NFkB inh
N=c1nc(-c2ccccc2)ccn1O
 : 5	-1	1	16	1	0	4	19	-1	-6	-9
Cc1ccc(S(=O)(=O)n2cccc2/C=C/[N+](=O)[O-])cc1
 : 36	12	19	-16	-32	-7	-8	-2	-14	4	-11
CCC1CN(C(=O)N2CCC(C(=O)NCCc3ccc(OC)c(OC)c3)CC2)c2ccccc2O1 (centres undefined)
 : -2	-5	3	-8	3	19	-1	-14	3	11	-2
Cn1c(SCCOc2ccccc2F)nc2ccccc2c1=O
 : 1	-5	-2	16	14	21	11	19	-7	14	3
COc1cccc(-c2nc(NC(C)C)c3ccccc3n2)c1O
 : 6	43	-7	3	68*	10	-7	-7	6	1	28
Cc1cccc2sc(NC(=O)CN(C)S(=O)(=O)c3cccs3)nc12
 : 7	-3	13	-8	26	-6	4	0	2	-6	2
CCn1nc(C)cc1C(=O)N1CCCC(C(=O)c2ccc(Oc3ccccc3)cc2)C1 (centres undefined)
 : 1	0	10	20	-20	-14	-2	12	-42	16	10
COc1cccc(C(=O)Nc2ccc(NC(=O)c3cc4ccccc4o3)c(OC)c2)c1
 : 12	-4	-14	1	-45	16	12	-8	28	-8	10
Cn1c(=O)c2cc(S(=O)(=O)NCCC(=O)NCC3CCCO3)ccc2n(C)c1=O (centres undefined)
 : 5	7	-1	-4	-4	17	-5	12	3	-17	9
COC(=O)[C@@]12CCCCN1[C@H](c1ccc(SC3CCCCC3)cc1)[C@H]1C(=O)N(C)C(=O)[C@H]12
 : -5	9	-18	-9	25	-3	2	-10	36	7	20
CC(C)(C)NC(=O)C(c1ccc(-c2ccccc2)cc1)N(C[C@H]1CC[C@@H]([C@@H]2CC[C@H](CO)O2)O1)C(=O)c1ccc(-c2ccccc2)cc1 (some centres undefined)
 : 2	-13	8	·	48	22	6	-6	31	·	35
CCCc1cc(=O)oc2c(C)c3occ(C)c3cc12
 : 6	12	-12	2	-12	15	2	-1	-24	10	-6
O=S(=O)(NCc1csc(-c2cccnc2)n1)c1ccc(Br)cc1
 : -3	-23	17	24	2	7	-4	8	-2	-5	6
Cc1nc(NC(=O)C2CC2)sc1C
 : -20	-3	-3	6	18	2	2	19	12	4	-15
CC(C)NS(=O)(=O)c1ccc(CCC(=O)NCc2ccccn2)cc1
 : -9	-1	-7	11	5	-21	10	2	14	14	7
Cc1cc(C)n(-c2nnc(C)n2/N=C/c2cc(Br)ccc2OCc2ccccc2)n1
 : -4	-44	6	-12	-7	-25	9	-8	-10	-23	-5
O=C(/C=C/c1ccco1)NC(=S)Nc1ccccn1
 : -27	-87	-6	-61	-9	-44	0	-47	16	-36	-24
O=C(O)C1CC(C(=O)O)SS1 (centres undefined)
 : -7	-11	6	-40	-19	-3	18	12	-14	-7	-1
CC(=O)Nc1cccc(NC(=O)C(=O)NCC(c2ccco2)N2CCc3ccccc3C2)c1 (centres undefined)
 : 0	-12	-6	2	0	-2	-1	-4	-20	20	3
CC(C)N(C(=O)[C@H]1C[C@H](CC(=O)NCCN2CCOCC2)C(=O)N2CCc3c([nH]c4cc(CCC(=O)N(C)C)ccc34)[C@]12C)C(C)C
 : -2	7	8	-14	4	1	-8	7	-26	-8	1
CCOC(=O)c1[nH]c2c(c1-c1ccccc1)C(=O)CC(c1ccc(OC)c(OC)c1)C2 (centres undefined)
 : 4	-17	-2	-8	10	7	5	-18	15	8	17
CCN(CC)C(=O)C1CCCN(C(=O)CCn2nnnc2CN2CCOCC2)C1 (centres undefined)
 : 1	12	-7	-16	6	-24	2	-30	15	9	-4
Nc1nc(SCCOc2ccccc2)n[nH]1
 : -5	5	-1	-13	3	-16	-5	-18	-3	-1	1
CCOC(=O)N1CCN(C(=O)CC(C)S(=O)(=O)c2cc3c(cc2C)NC(=O)CO3)CC1 (centres undefined)
 : -2	6	-7	-26	-8	10	-8	15	2	-1	-13
COc1cc(OC)cc(C2=Cc3ccc(OC)cc3C(CC(C)=O)N2c2ccc(C#CCCO)cc2)c1 (centres undefined)
 : ·	1	·	-4	-9	·	-5	·	·	-5	-18
COc1ccc(CCn2c(C)cc(C(=O)COC(=O)c3ccc(NC(=O)CC#N)cc3)c2C)cc1
 : 8	-5	-4	·	11	-2	-5	-6	-10	·	-17
CC(=O)c1c(C)[nH]c(C(=O)Nc2c(C)n(C)n(-c3ccccc3)c2=O)c1C
 : -6	7	-6	-8	-8	-2	5	9	9	-9	15
Cc1ccc(/C=N/NC(=O)c2cccc(S(=O)(=O)N3CCOCC3)c2)o1
 : -3	-17	-2	8	6	-4	-25	-9	6	-3	-6
CCOC(=O)N1CCN(C(=O)CNC(=O)c2ccccc2F)CC1
 : 0	-21	1	-34	-4	-19	0	-35	6	-17	-11
COc1cccc(C(=O)OCC(=O)NC23CC4CC(CC(C4)C2)C3)c1
 : 2	5	-3	13	-2	-17	-14	-8	5	0	-13
COc1ccc(N2C(=O)CCC(C(=O)N3CCC(C(N)=O)CC3)C2c2ccc(F)cc2)cc1 (centres undefined)
 : -3	0	0	-11	2	-6	-13	-20	-10	11	2
c1ccc(-c2ccccc2-c2nc(-c3ccncc3)no2)cc1
 : -1	22	0	-10	-16	-19	-4	12	-10	-2	0
S=C(Nc1ccc(Oc2ccccc2)cc1)NC1CCCCCC1
 : 6	15	-4	-5	27	-6	-2	1	19	4	46
CCc1cccc(CC)c1-n1c(SCC(=O)N2CCc3ccccc3C2)nnc1-c1cccnc1
 : 16	-5	3	-10	16	-4	-1	-4	2	9	-11
Cc1ccc(NC(=O)CCc2nc3ccccc3[nH]2)cc1C
 : 5	3	0	16	-22	2	2	-5	4	6	-6
Cc1ccc(C2(C)NC(=O)N(CC(=O)NC(=O)NC(C)(C)C)C2=O)cc1 (centres undefined)
 : -6	-7	-5	-22	-1	10	13	4	5	-10	2
O=C(CNC(=O)c1ccc2c(c1)OCCO2)N/N=C/c1ccc([N+](=O)[O-])cc1
 : 5	1	-9	-24	7	2	4	1	-22	-10	6
O=C1OC(Cc2ccccn2)C(O)=C1C1=NCCCN1 (centres undefined)
 : -8	-15	7	-35	2	-31	17	-11	4	-16	-31
C=CCC1C=CCC(CC=C)N1C(=O)c1ccccc1[N+](=O)[O-] (centres undefined)
 : 7	17	2	-4	9	-6	-5	-1	-1	17	4
COC(=O)c1ccc(S(=O)(=O)NNC(=O)COc2ccc(C)cc2)cc1
 : -5	0	1	-3	11	-5	-7	1	-33	5	-2
NS(=O)(=O)c1ccc(CCNC(=O)CNC(=O)c2ccc(Oc3ccccc3)cc2)cc1
 : -1	4	-4	7	19	-16	-1	6	12	-3	-18
CCNc1nc(NCC)nc(N/N=C(\C)c2ccc(OC)cc2)n1
 : -2	3	-13	-22	-22	-31	-2	6	-7	-24	-7
COc1ccc(Cn2c(=O)c3cccnc3n(Cc3ccc([N+](=O)[O-])cc3)c2=O)cc1
 : -3	-14	-20	3	-2	-7	6	-2	22	3	-5
Cc1ccc(NC(=O)c2sc3nc(C)cc(C)c3c2N)cc1
 : -27	-151	10	-87	-3	-86	18	-109	-31	-24	-38
C(#Cc1ccccc1)C[N+]1(CC#Cc2cccc3ccccc23)CCCC1
 : 1	15	-15	-3	16	5	37	23	-3	31	21
